Screens as filed in PubChem BioAssay.
NCI-60 one-dose screen, 48 h, at 10 µM unless noted. Numbers give growth in % (100 = growth as untreated, 0 = no growth, -100 = all killed).
OVCAR-3 – OVCAR-3 ovarian cancer | actives 7% (n = 79,000) | AID 1794787
DU-145 – DU-145 prostate cancer. actives 4.2% (n = 81,000)
SF-539 – SF-539 CNS cancer; actives 6.8% (n = 81,000); AID 1794752
U251 – U251 CNS tumor cells; actives 5.4% (n = 80,000); AID 1794753
SF-295 – SF-295 CNS cancer cells. actives 5.6% (n = 79,000). AID 1794758
OVCAR-8 – OVCAR-8 ovarian cancer | actives 4.4% (n = 81,000)
SF-268 – SF-268 CNS cancer cells; actives 3.1% (n = 82,000); AID 1794759
PC-3 – PC-3 prostate cancer cells; actives 3.9% (n = 80,000)
SNB-19 – SNB-19 CNS cancer cells; actives 2.5% (n = 81,000); AID 1794751
Numbers without * were called inactive; nt = no result given; & = joins results of further samples; ! = repeats disagree; [ ] = dose if it differs, or a comment. How the source made its calls: active means growth percent below 10; inactive means the rest.

Preview:
compound	OVCAR-3	DU-145	SF-539	U251	SF-295	OVCAR-8	SF-268	PC-3	SNB-19
O=C(NO)c1ccc2nc(-c3ccc([N+](=O)[O-])cc3)[nH]c2c1	108	101	98	97	103	103	102	107	99
CN(C)c1ccc(Cc2ccc(N(C)C)cc2)cc1	104&101&98	100&113&104	101&102&96	93&98&96	107&107&103	100&102&109	97&93&92	80&81&94	107&112&104
N#Cc1c(NC(=O)CN(Cc2ccccc2)Cc2ccccc2)sc2c1CCCC2	101	99	92	94	98	99	95	87	96
Clc1cccc(C2Oc3ccc(Cl)cc3C3CC(c4cccs4)=NN32)c1 (configuration not stated)	80	101	93	85	90	90	80	nt	93
C#CCOc1ccc(C(Nc2ccc(CC)cc2)c2nnnn2C2CCCCC2)cc1OC (configuration not stated)	104	110	91	95	94	nt	91	94	90
CCCS(=O)(=O)Nc1cccc(Nc2ncnc3cc(NC(=O)CCl)ccc23)c1Cl	-85*	-93*	-85*	-93*	-80*	0.3*	-56*	-26*	0.0*
CCN(CC)CCCC(C)Nc1ccnc2cc(Cl)ccc12 (configuration not stated)	108	106	82	81	95	98	95	84	113

This part in full, previewed entries included:
compound	OVCAR-3	DU-145	SF-539	U251	SF-295	OVCAR-8	SF-268	PC-3	SNB-19
O=C(NO)c1ccc2nc(-c3ccc([N+](=O)[O-])cc3)[nH]c2c1	108	101	98	97	103	103	102	107	99
CN(C)c1ccc(Cc2ccc(N(C)C)cc2)cc1	104&101&98	100&113&104	101&102&96	93&98&96	107&107&103	100&102&109	97&93&92	80&81&94	107&112&104
N#Cc1c(NC(=O)CN(Cc2ccccc2)Cc2ccccc2)sc2c1CCCC2	101	99	92	94	98	99	95	87	96
Clc1cccc(C2Oc3ccc(Cl)cc3C3CC(c4cccs4)=NN32)c1 (configuration not stated)	80	101	93	85	90	90	80	nt	93
C#CCOc1ccc(C(Nc2ccc(CC)cc2)c2nnnn2C2CCCCC2)cc1OC (configuration not stated)	104	110	91	95	94	nt	91	94	90
CCCS(=O)(=O)Nc1cccc(Nc2ncnc3cc(NC(=O)CCl)ccc23)c1Cl	-85*	-93*	-85*	-93*	-80*	0.3*	-56*	-26*	0.0*
CCN(CC)CCCC(C)Nc1ccnc2cc(Cl)ccc12 (configuration not stated)	108	106	82	81	95	98	95	84	113
C=C(C[n+]1ccccc1)[C@@H]1CC[C@]2(C(=O)OC)CC[C@]3(C)[C@H](CC[C@@H]4[C@@]5(C)CC[C@H](OC(C)=O)C(C)(C)[C@@H]5CC[C@]43C)[C@@H]12	89	108	95	81	104	96	91	64	81
C=CCNC(=O)c1ccccc1OCC(=O)O	121	118	114	96	93	106	116	101	113
COc1cc(NC(C)CCCN)c2ncccc2c1 (configuration not stated)	102&96	112&102	104	93&100	94&108	95&92	99&99	94&92	107
Cc1ccc(-n2ncc3c(=O)n(-c4cccc(C)c4)c(=O)[nH]c32)cc1	111	114	101	98	nt	99	104	102	96
CN(C)C(=O)C(c1ccccc1)C(C(=O)N(C)C)c1ccccc1 (configuration not stated)	117	107	96	100	99	100	97	105	102
COc1ccc(S(=O)(=O)NCCCNc2nccc(-c3c(-c4cccc(OC)c4)nc4occn34)n2)cc1	108	102	100	106	108	95	93	91	102
COc1ccc(S)c(C(=O)O)c1	116	107	99	103	99	101	96	100	nt
Cc1ccc(S(=O)(=O)Nc2ccccc2N=Cc2ccc([N+](=O)[O-])cc2[N+](=O)[O-])cc1	93	96	99	93	101	92	86	87	89
CC1(C)Oc2cc3oc(=O)ccc3cc2C[C@@H]1OCCOS(=O)(=O)Cc1ccccc1	103	105	91	101	101	101	94	79	91
O=C(O)CCCCCNC(=O)c1nc(-c2ccccc2)n(-c2ccc(F)cc2)n1	112	106	100	106	101	106	99	103	113
COc1ccc(-c2cc(-c3cn(-c4cccc(Cl)c4)nc3-c3ccc(OC)cc3)c(C#N)c(=O)[nH]2)cc1	108	109	97	91	99	97	95	91	82
CC(=O)Nc1ccc(-c2nc(N3CCOCC3)c3c4c(sc3n2)CCCC4)cc1	89	90	84	82	88	86	85	71	93
CC(C)CC(=O)Nc1ccccc1-c1ccccc1	108	105	106	100	103	107	100	102	103

More entries:
compound	OVCAR-3	DU-145	SF-539	U251	SF-295	OVCAR-8	SF-268	PC-3	SNB-19
O=C(N/N=C\c1ccccc1Cl)C(=O)N/N=C\c1ccccc1Cl	119	122	105	109	106	111	106	118	91
S=C(S)Oc1cc(Cl)c(Cl)cc1Cl	121	102	125	99	114	105	110	91	109
NC(=Nc1ccccc1)Nc1ccccc1	124	117	98	92	99	100	113	99	106
Fc1ccc2[nH]cc(-c3nonc3-c3c[nH]c4ccc(F)cc34)c2c1	57	68	72	74	48	68	58	48	86
CC(C)(C)CC(C)(C)n1nnnc1N	126	128	100	103	100	113	108	94	110
C#Cc1nc2ccccc2c(=O)[nH]1	-82*	-42*	-70*	nt	41	-31*	-70*	-38*	69
CC(C)(C)c1cc(Br)c(O)c(CNCCO)c1	99	109	96	109	98	109	104	97	110
COC(=O)c1nc(N)nc(C(=O)OC)c1C(=O)c1ccc([N+](=O)[O-])cc1	72	112	102	118	98	109	96	103	100
CC(=O)Nc1nc(NC(C)=O)nc(-c2ccccc2)n1	100	112	97	104	103	100	92	94	105
Cc1cc(C(=C2C=CC(=Nc3ccccc3)C=C2)c2ccc(Nc3ccccc3)cc2)ccc1N	-94*	-97*	-61*	-97*	-72*	-59*	-69*	-60*	-55*
CC(=O)Nc1ccccc1OCC(=O)O	107&108	104&107	97&98	97&101	100&97	100&101	105&113	95&83	96&107
C=CCn1c(SCC(=O)Nc2ccc(OC)cc2)nnc1-c1cc(-c2ccccc2)nc2ccccc12	106	110	95	104	101	103	103	88	96
NCCCNCCCCNC(=O)C(O)NC(=O)CCCCCCN=C(N)N (configuration not stated)	97	111	117	18	102	nt	101	85	98
COc1ccccc1/C(Br)=C1/CCCN2C(=O)c3ccccc3C12 (configuration not stated)	130	107	97	104	101	103	105	101	101
COc1cc(Cn2c(SCCC(=O)Nc3cc(OC)c(OC)c(OC)c3)nc3ccccc3c2=O)cc(OC)c1OC	nt	106	91	96	95	92	89	83	83
COc1ccc(-c2nc3ccc(-c4nnc(SCC(=O)Nc5cc(OC)c(OC)c(OC)c5)o4)cc3[nH]2)cc1	107	110	70	87	92	87	98	91	113
NS(=O)(=O)c1ccc(NC(=S)/N=C/c2c(O)c3ccccc3[nH]c2=O)cc1	102	nt	95	100	101	104	99	100	105
CCN(CCNS(C)(=O)=O)c1ccc(N)c(C)c1	78&26	123&70	105&113	108&82	116&103	98&78	95&93	79&87	109&101
COc1cccc(NC(=O)c2c(-c3ccccc3)c(-c3ccccc3)n[nH]c2=O)c1	107	106	101	101	nt	103	105	95	93
Nc1nc(N)c2cc(Sc3ccc4ccccc4c3)ccc2n1	39	31	33	27	nt	35	42	36	36

Next records follow.
compound	OVCAR-3	DU-145	SF-539	U251	SF-295	OVCAR-8	SF-268	PC-3	SNB-19
O=c1[nH][nH]c(Nc2ccccc2)c1N=Nc1ccc(F)cc1	103	102	93	100	111	101	82	95	95
O=C1/C(=C/c2ccc(Cl)cc2)Cc2ccccc21	102	98	107	84	98	97	96	81	100
C[C@H](CCC(=O)O)[C@H]1CC[C@H]2[C@@H]3CC[C@@H]4/C(=C\c5ccco5)C(=O)/C(=C\c5ccco5)C[C@]4(C)[C@H]3CC[C@]12C	25	67	76	nt	71	71	81	53	79
[2H]C1([2H])NC([2H])([2H])C([2H])(c2ccc(-n3cc4cccc(C(N)=O)c4n3)cc2)C([2H])([2H])C1([2H])[2H] (configuration not stated)	103	98	97	86	97	82	89	81	92
COc1cccc(/C=C2\SC(N3CCN(c4ccccn4)CC3)=NC2=O)c1	100	101	110	105	99	100	102	89	99
COc1ccc(/C=c2\sc3n(c2=O)C(c2cc(OC)c(OC)c(OC)c2)C=C(c2ccc(OC)c(OC)c2)N=3)cc1OC (configuration not stated)	103	112	nt	99	115	99	91	87	90
CCN(CC)CCC(CNc1c2ccc([N+](=O)[O-])cc2nc2cc(OC)c(OC)cc12)c1ccccc1 (configuration not stated)	-100*	-100*	-100*	-100*	-90*	-81*	-99*	-97*	-94*
O=C(NO)C(=O)NO	102	103	98	102	100	100	103	98	102
CCn1cc(C(=O)O)c(=O)c2cc(F)c(N3CCN(CC(=O)Nc4ccccc4)C(C)C3)c(F)c21 (configuration not stated)	104	104	99	102	95	98	94	93	99
Nc1c(C(=O)O)nnn1Cc1ccccc1	107	111	nt	101	101	103	105	89	96
COc1ccc(C(=S)c2cc(OC)c(OC)c(OC)c2)cc1OC(=O)CCl	8.2*	9.4*	9.8*	4.8*	15	14	39	14	31
N#C/C(=C\C=C\c1ccc(-c2ccc(Cl)cc2Cl)o1)c1nc2ccccc2s1	110	111	93	106	88	93	102	96	82
Nc1c(Br)cc2c(c1Br)C(O)c1ccccc1-2 (configuration not stated)	95	105	91	nt	89	92	101	80	100
O=C1C(Cl)C(c2ccc([N+](=O)[O-])cc2)N1NCc1nc2ccccc2c(=O)[nH]1 (configuration not stated)	104	100	103	99	97	102	99	96	101
COC(=O)c1ccc(C2Nc3ccc(S(=O)(=O)Nc4ccc(C)c(C)c4)cc3C3OCCC23)cc1 (configuration not stated)	79	100	96	72	77	92	78	82	78
CN(NC1CCC(=O)N1)c1ccccc1 (configuration not stated)	110	109	107	97	97	100	98	102	104
O=C1CC(=O)Nc2ccccc2N1	113	114	111	105	89	110	110	98	110
CCNc1ccc(Cc2ccc(NCC)c(C)c2)cc1C	90	100	93	86	74	95	114	71	nt
CCCCCc1cc[n+](CC(=O)c2ccc(Cl)cc2)cc1	60	95	94	98	94	99	85	86	97
Cc1nn(-c2ccccc2)c2ncn(CC(=O)NN3C(=O)c4ccccc4C3=O)c(=O)c12	112	105	91	102	102	104	101	95	89

Carrying on:
compound	OVCAR-3	DU-145	SF-539	U251	SF-295	OVCAR-8	SF-268	PC-3	SNB-19
COC(=O)c1ccc(C(=Nc2ccc(N(C)C(=O)CN3CCN(C)CC3)cc2)c2c(O)[nH]c3ccc(C(=O)OC)cc23)cc1	28	38	23	29	44	31	33	29	55
CCOC(=O)CNP(=O)(OC[C@@H](Cc1ccccc1)NC(=O)c1cc2ccccc2s1)Oc1ccccc1 (some centres not stated)	80	89	79	66	88	89	86	85	88
CCOC(=O)c1nc(Nc2ccc(C(C)=O)cc2)sc1C	105	107	97	101	92	103	102	99	96
CCCNC(=O)Oc1ccc(/C(=C(\C)c2ccccc2)c2ccc(OCCN(CC)CC)cc2)cc1	85	91	60	72	83	89	79	74	83
O=C(NC1CC1)c1ccccc1	113	109	95	104	101	108	110	98	95
O=C(O)c1ccc(-n2cc(/C=N/Nc3c(F)c(F)cc(F)c3F)c(-c3ccccc3)n2)cc1	94	97	107	85	85	94	106	78	95
COc1cc([N+](=O)[O-])ccc1C	104	109	103	102	98	106	99	99	112
Cc1ccccc1/C=C/C(=O)c1cccc(OCCCOc2cccc(C(=O)/C=C/c3ccccc3C)c2)c1	99[3 µM]	102[3 µM]	103[3 µM]	76[3 µM]	91[3 µM]	101[3 µM]	99[3 µM]	89[3 µM]	97[3 µM]
Nc1cc2c(cc1C(=O)c1cccc(F)c1)OCCO2	116	109	103	94	94	91	98	95	97
O=[N+]([O-])c1ccc(S(=O)(=O)N/N=C/CCc2ccccc2)cc1	124	124	106	104	nt	107	110	100	106
COc1ccccc1C1=NO[C@H](C(=O)Nc2ccc(C#N)cc2)C1	106	107	99	99	99	105	96	105	103
Nc1c(C(=O)Nc2ccc(Cl)c(Cl)c2)sc2nc(-c3cccs3)ccc12	100	92	79	84	106	98	86	85	95
CC(=O)n1nc(-c2ccc(O)cc2)cc1-c1cn(-c2ccccc2)nc1-c1ccc(O)cc1	95	101	86	96	96	96	87	94	88
CC1=CC(=C(c2ccc(N)cc2)c2ccc(N)cc2)C=CC1=N	-36*!	38&19	8.9*!	11&17	-7.3*	6.2*!	29&26	9.5*!	22&18
CCOc1cc(Cl)c(C(C)NC(=O)c2ccccc2)cc1OCC (configuration not stated)	89	101	99	98	nt	97	97	98	100
COc1ccc(Nc2nnc(-c3ccc(OC)cc3)o2)cc1	106	105	100	90	102	99	93	99	99
COc1ccc(-c2cc(-c3cccnc3)nc(SCC(=O)O)c2C#N)cc1OC	103	106	97	101	102	103	98	83	117
CCN(CC)CCCCCCNc1cc(OC)cc2cccnc12	-44*	41	68	5.3*	86	21	79	83	96
NC(=O)CCNc1ccc2c(c1)Cc1ccccc1-2	103	110	101	92	100	99	92	90	96
CCOc1cc(/C=N/N=C(N)N)ccc1O	120	118	117	102	120	103	110	87	102

Next section.
compound	OVCAR-3	DU-145	SF-539	U251	SF-295	OVCAR-8	SF-268	PC-3	SNB-19
CCOC(=O)c1ccc(NC(C)=O)o1	113	111	105	94	99	91	100	96	97
CC/C(=C/c1cccc(OC)c1OC)c1ccncc1	115	111	102	85	100	95	103	75	98
CN1C(=O)C2(Nc3cc(Cl)ccc3S2)c2cc(F)ccc21 (configuration not stated)	100	111	101	96	106	97	106	73	100
Cc1cc(O)c(C(C)C)cc1Cl	103	101	105	101	100	104	99	101	103
O=C(c1nc2ccccc2[nH]1)C1[C@@H](c2cccc(O)c2)C2CC3CCCCC3N2[C@@]12C(=O)Nc1cc(Cl)ccc12 (some centres not stated)	43	44	49	38	37	53	49	24	42
Nc1nc(SCc2ccccc2CCl)c2[nH]cnc2n1	105	97	94	83	120	88	97	90	94
CC1=C2[C@@H](CC1)[C@]1(C)O[C@@](C3CC3)(C[C@H]1OC(=O)CO)[C@H]2OC(=O)/C=C/c1ccccc1	95	105	109	88	100	8.1*	41	68	90
